IMPase cell inh = IMPase inhibition in cells | P97697 | CHO-M1 cells, IP1 accumulation, HTRF TR-FRET ratio | inhibition (IP1 accumulation), % at 46.1 µM | 120,000 tested, under 10 active | AID 901; active = well fitted curve in the direction sought with a large enough effect in the signal ratio, not every such curve was filed as active; inconclusive = small, poorly fitted or top-dose-only effect, or a change in a side signal; inactive = no such curve, though single readings can be large or run the other way; the % refers to the signal ratio;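 also: cells stimulated with carbachol in lithium chloride buffer; plate controls were DMSO basal wells for no effect and reference inhibitor wells for full effect; higher means more IMPase inhibition seen as more IP1 and lower FRET ratio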
Target sequence (P97697 whole entry, looked up): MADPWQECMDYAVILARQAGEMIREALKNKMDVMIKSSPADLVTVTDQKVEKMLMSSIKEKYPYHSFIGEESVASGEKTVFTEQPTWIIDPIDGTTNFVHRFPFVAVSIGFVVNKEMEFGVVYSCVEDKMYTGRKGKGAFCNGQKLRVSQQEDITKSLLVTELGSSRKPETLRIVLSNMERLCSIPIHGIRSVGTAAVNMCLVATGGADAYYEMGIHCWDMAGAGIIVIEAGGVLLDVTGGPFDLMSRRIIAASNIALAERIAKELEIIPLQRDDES
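The IP-One HTRF competitive assay in carbachol-stimulated CHO-M1 cells quantifies cellular IP1. Compounds spanned up to 46 uM final, and activity is expressed as AC50 from concentration-response fits of the ratio and donor data.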
PNC assembly inh = inhibitors of perinucleolar compartment assembly; activity change (PNC), negative = inhibition, % at 10 µM; 140,000 tested, 3.1% active; AID 2417; PC3M PTB-GFP, PNC prevalence imaging, 16 h; stronger effect = lower value;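 active = readout at or below -70, meaning at least 70% loss of cells showing the perinucleolar compartment, a nuclear body marking cancer cells; inconclusive = readout between -30 and a set limit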;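 also: plate controls were DMSO wells for no effect and camptothecin positive control wells for full effect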
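Read-out is percentage of cells bearing a perinucleolar compartment, from automated 20x imaging of fixed, Hoechst-stained PC3M PTB-GFP cells. Cells were seeded 4 h, then exposed 16 h to compound (23 nl of library stock) in duplicate plates.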
ALOX15B inhib = inhibitors of human 15-lipoxygenase 2 (ALOX15B); Potency, µM (highest dose often 57.1 µM), without a hit: top-dose activity change, negative = inhibition, actives largely listed as inhibitors; 110,000 tested, 0.56% active; O15296; purified 15hLO-2, xylenol orange hydroperoxide absorbance; AID 881; also: potency is read from the fitted curve at half-maximal effect; nearly all actives have a fitted effect of over 60% in size; many of its hits are not listed in these tables
Target sequence (O15296 whole entry, looked up): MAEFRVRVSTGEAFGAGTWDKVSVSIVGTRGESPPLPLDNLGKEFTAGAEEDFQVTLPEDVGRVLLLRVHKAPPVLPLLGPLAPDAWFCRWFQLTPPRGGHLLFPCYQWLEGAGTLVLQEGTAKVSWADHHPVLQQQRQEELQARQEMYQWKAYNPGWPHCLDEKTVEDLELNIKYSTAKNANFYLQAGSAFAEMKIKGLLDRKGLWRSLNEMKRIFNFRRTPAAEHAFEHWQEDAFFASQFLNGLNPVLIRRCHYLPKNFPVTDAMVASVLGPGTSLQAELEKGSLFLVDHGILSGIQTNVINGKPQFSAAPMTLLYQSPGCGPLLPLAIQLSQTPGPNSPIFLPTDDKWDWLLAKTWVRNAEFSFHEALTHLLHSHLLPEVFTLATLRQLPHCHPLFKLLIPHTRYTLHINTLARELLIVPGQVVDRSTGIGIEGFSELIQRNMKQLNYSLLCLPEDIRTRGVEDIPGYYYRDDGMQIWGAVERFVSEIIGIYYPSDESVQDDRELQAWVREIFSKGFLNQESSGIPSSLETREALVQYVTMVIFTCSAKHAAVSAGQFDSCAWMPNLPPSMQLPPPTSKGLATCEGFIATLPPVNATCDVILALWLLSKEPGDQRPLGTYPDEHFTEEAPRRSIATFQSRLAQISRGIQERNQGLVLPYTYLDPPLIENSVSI
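Enzyme 50 nM, AA 45 uM, 25 mM Hepes pH 7.5 + 0.01% Triton X-100; cpd preinc 15 min RT, rxn 90 min RT; stop/detect with 200 uM XO + 300 uM Fe(II) in 50 mM H2SO4, 30 min; A573/A405.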
12-hLO inh = inhibitors of human 12-lipoxygenase (ALOX12); P18054; purified 12-hLO, xylenol orange hydroperoxide absorbance; Potency, µM (titrated, usually from 57.1 µM), inactives show at the top dose activity change, negative = inhibition, actives largely listed as inhibitors; 150,000 tested, 0.12% active; also: potency is read from the fitted curve at half-maximal effect; nearly all actives have a fitted effect of over 55% in size; many of its hits are not listed in these tables
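150 nM 12hLO, 25 mM Hepes pH 7.0 + 0.01% Triton X-100; cpd preinc 15 min RT; 40 uM arachidonic acid, 30 min RT; Fe-XO 30 min; A573/A405 ratio as read-out.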
* hit, by the source's call; ? = inconclusive; . = not tested or not shown; & = joins results of further samples; [ ] = another dose, or the depositor's remark. Unless noted, calls follow the shape of the dose curve; as a rule, active = well fitted curve in the direction sought with a large enough effect; inconclusive = small, poorly fitted or top-dose-only effect, or another doubt; inactive = no such curve, though single readings can be large; an effect the other way counts as inactive or inconclusive. Unless noted, % is scaled to controls: 0 for no effect and ±100 for the full control effect. Not all compounds are listed; count on the stated rates, not on these rows.

Sequence of screens – IMPase cell inh, PNC assembly inh, ALOX15B inhib, 12-hLO inh
> Cc1oc(-c2ccccc2F)nc1CN1CCC(C(=O)NC2CC2)CC1
    1.2, -9.3, -5.6%, -3.5%
> CCOC(=O)c1ccc(NC(=O)CSc2nnnn2CCCO)cc1
    -0.1, -23.4, -4.3%, 1.0%
> CCOC(=O)N1CCN(C(=O)c2ccc(OCC)c(OCC)c2)CC1
    -10.3, 18.6, ., 8.7%
> Cc1ccc(NC(=O)CS(=O)CC(=O)N(CC(=O)NC2CCCC2)c2cccc(C)c2C)cc1 (stereo not given)
    -1.9, 27.9, 0.3%, -12.3%
> O=S1(=O)CCN(Cc2ccc(Cl)c(Cl)c2)CC1
    2.4, 9.8, -3.8%, 2.8%
> Cc1cccc(C)c1OCC(=O)NNC(=O)c1ccoc1C
    -6.7, 13.7, -5.0%, -0.3%
> O=C1C2C3C=CC(C3=C3CCCCC3)C2C(=O)N1Cc1ccccc1 (stereo not given)
    8.3, -18.3, -16.2%, -14.4%
> COC(=O)[C@@]1(Cc2ccc(F)cc2)[C@H]2c3cc(C(=O)N(C)C)n(CCc4ccc(O)c(O)c4)c3C[C@H]2CN1C(=O)c1ccccc1
    ., ., ?, -29.9%
> CCOC(=O)C(/C=C(\C#N)C(=O)OCC)=C(/N)N1CCN(c2ccc(Cl)cc2)CC1
    2.3, ?, -9.5%, -7.0%
> O=C(NCCc1nc(-c2ccccc2)cs1)c1ccc(Br)cc1
    ., -10.6, ., 2.9%
> COc1ccc2[nH]c(=O)c(CN(C(=O)NC3CCCCC3)C3CCCCC3)cc2c1
    -10.9, ?, 30.3%[activator], -5.5%
> COc1ccc([N+](=O)[O-])cc1NC(=O)c1ccc(C)o1
    ., -26.6, ., 2.2%
> CC1(C)N=C(N)N=C(N)N1c1cccc(OCc2cccc([N+](=O)[O-])c2)c1
    ., ., 14.3%[11.4 µM], -2.3%[11.4 µM]
> Cc1ccsc1C(=O)Nc1nnc(-c2ccco2)o1
    4.0, 11.6, 8.5%, ?
> N#CCCN1CCN(C(=S)c2ccc(-c3ccc(Cl)cc3)o2)CC1
    3.5, ?, ?, ?
> Nc1nnnn1/N=C/c1ccccc1OCc1ccccc1
    5.9, 9.0, 2.9%[2.29 µM], -1.3%
> CCN1C(=O)/C(=c2\o/c(=C3\C=Cc4ccccc4N3CC)c(=O)n2CC)SC1=S
    1.8, 23.4, -0.5%, -1.5%
> COc1ccccc1C(=O)Nc1ccc2c(c1)nc(CN1CCN(C(C)=O)CC1)n2C
    -1.2, ?, -3.0%, 2.7%
> C=CCn1c(Cc2ccc(OC)cc2)nnc1SCC(=O)NCCc1ccccc1
    2.6, 3.9, 0.3%, 1.8%
> CC1(C)CC(=O)CC(C)(C)N1OC(=O)c1ccco1
    -1.6, 25.5, -3.9%, 0.3%
> CN1CCN(S(=O)(=O)c2cc([N+](=O)[O-])ccc2N/N=C/c2ccc(Cl)cc2)CC1
    ., 87.8, ., -1.0%
> CC(=O)Nc1sc2c(c1C(c1ccc(Cl)cc1)N1CCOCC1)CCCC2 (stereo not given)
    8.3, -105.8*, 6.8%, -21.7%
> Cn1c(SCC(=O)c2ccccc2)nnc1-c1cnccn1
    1.2, ?, -5.4%, -6.8%
> O=C1OC(c2cccc([N+](=O)[O-])c2)C2(CCCC2)C(=O)C12CCCCC2 (stereo not given)
    8.1, 48.2, ., -2.3%
> Cn1c(CN2CCCC2)nc2cc(NC(=O)COc3ccccc3)ccc21
    -2.0, ?, 31.6%[activator], -2.4%
> Cc1cc(C)cc(N(CC(=O)NCC2CCCO2)S(=O)(=O)c2c(C)noc2C)c1 (stereo not given)
    12.4, 56.4, 0.3%, 5.3%
> Cc1nnc2ccc(N3CCN(c4cccc(C(F)(F)F)c4)CC3)nn12
    2.4, 0.2, 9.5%, -2.8%
> CN(C(=O)COc1ccc(C(C)(C)C)cc1)C1CCS(=O)(=O)C1 (stereo not given)
    -3.8[1.84 µM], -119.7*, 8.2%[11.4 µM], -2.6%
> CCCCC(=NCCO)C1=C(O)C(C(=O)OC)C(C)(C)CC1=O (stereo not given)
    -1.4, 16.1, 3.4%, 0.1%
> Cc1nn(Cc2c(Cl)cccc2Cl)c(C)c1NC(=O)CCCn1nc(C)c([N+](=O)[O-])c1C
    ., 9.6, ., 2.0%

Full records, quoted from the list. Values in the order: IMPase cell inh	PNC assembly inh	ALOX15B inhib	12-hLO inh
Cc1ccc(NC(=O)CS(=O)CC(=O)N(CC(=O)NC2CCCC2)c2cccc(C)c2C)cc1 (stereo not given) is listed with -1.9	27.9	0.3%	-12.3%
CN1CCN(S(=O)(=O)c2cc([N+](=O)[O-])ccc2N/N=C/c2ccc(Cl)cc2)CC1 is listed with .	87.8	.	-1.0%
Cn1c(CN2CCCC2)nc2cc(NC(=O)COc3ccccc3)ccc21 is listed with -2.0	?	31.6%[activator]	-2.4%
Cc1oc(-c2ccccc2F)nc1CN1CCC(C(=O)NC2CC2)CC1 is listed with 1.2	-9.3	-5.6%	-3.5%

(listing goes on)
Sequence of screens – IMPase cell inh, PNC assembly inh, ALOX15B inhib, 12-hLO inh
> CC1(C)CC(=O)C2=C(C1)NC(=O)CC2c1ccccc1F (stereo not given)
    ?, 29.0, -8.4%, -1.4%
> COc1ccc(N(CN2C(=O)c3ccccc3C2=O)C(=O)COc2ccc(Cl)cc2Cl)cc1
    2.2, -0.5, ., -1.0%
> COc1ccc(CCn2c(=N)c(C(=O)NCc3ccco3)cc3c(=O)n4ccccc4nc32)cc1
    8.6, 18.3, -9.0%, -4.0%
> Cc1ccc(NC(=O)CN2CCC(NC(=O)C3CCCCC3)CC2)c(Br)c1
    0.7, 1.5, ., 3.3%
> Cc1cc(C(=O)N(C)Cc2ccc(Br)cc2)no1
    12.9, 17.7, 10.2%, -9.4%
> CCN(CC)C(=O)COc1ccc(S(=O)(=O)N2CCOCC2)cc1
    -3.7, 27.8, -6.7%, -7.2%
> COC(=O)c1sccc1NC(=O)CSc1ccccc1NS(=O)(=O)c1ccccc1Cl
    -9.4[1.84 µM], -7.3, 2.9%[11.4 µM], -1.9%
> NC1(C(=O)O)CC1
    -2.1, ., -0.7%&5.4%, -2.9%&-2.7%
> COC(=O)c1cc(C(=O)OCC(=O)N2c3ccccc3NC(=O)C2(C)C)cc([N+](=O)[O-])c1
    -0.8, ?, ., -1.4%
> COCCCNc1oc(-c2ccccc2OC)nc1C#N
    -8.0[1.84 µM], ?, -18.0%[11.4 µM], 17.5%
> COCCn1c(SCC(=O)NCc2ccco2)nnc1C(C)C
    5.8, 65.5, ., 3.4%
> O=C(COc1cccc(NC(=O)c2ccco2)c1)c1ccc(F)cc1
    7.7, -20.6, 3.2%, 4.5%
> Cc1ccc(C(=O)COC(=O)CNC(=O)CN2C(=O)c3ccccc3C2=O)cc1
    ., 22.1, ., 0.9%
> C=CCn1c(SCC(=O)c2ccc(CNC(C)=O)o2)nc2ccccc2c1=O
    1.4, 17.4, -13.3%, -7.5%
> CN(C)c1ccc(/C=N/NC(=O)c2ccc(CN3C(=O)c4cccc5cccc3c45)cc2)cc1
    -4.3, ?, ., 4.3%
> COc1ccc(Cl)c(Cn2c(NCc3ccccn3)nc3c2c(=O)n(C)c(=O)n3C)c1
    4.3, 32.5, -3.0%, -2.9%
> Cc1nc(SCc2nc3ccccc3[nH]2)c2oc3ccccc3c2n1
    6.6, 85.5, 73.2%[activator], 2.1%
> O=C(O)C1CC(=O)N(c2ccc(OCc3ccc(Cl)cc3Cl)cc2)C1 (stereo not given)
    0.9, -18.3, -14.3%, -1.7%
> CCCCNC(=O)c1onc(CSc2ccc(C(C)C)cc2)c1C(=O)O
    -1.5, -8.2, -17.9%, -6.9%
> CCc1cc2c(C)ccc(C)c2nc1SCC(=O)Nc1c(C)[nH]c(=O)[nH]c1=O
    ., 0.5, ., -12.3%
> Cc1ccc(C)n1NC(=O)c1ccc(Cl)cc1
    -3.3, 18.2, -5.0%, -7.1%
> CCOC(=O)c1c(NC(=O)CC)sc(C(C)=O)c1C
    -15.5, -17.0, -11.8%, -3.5%
> COc1nc(C)nc2c1ccc1ccccc12
    ?, 4.1, ., -1.3%
> NS(=O)(=O)c1cc2c(cc1Cl)NC(C1C[C@H]3C=C[C@@H]1C3)NS2(=O)=O (stereo not given in full)
    ., -18.4, ., -1.2%
> O=C(NCCc1ccc(Cl)cc1)C1CCC(=O)N1Cc1ccccc1Cl (stereo not given)
    7.3, 62.9, ., 10.3%
> CCCN(CCC)C(=O)C1CCN(c2cc(C)nc3c(-c4ccc(OC)c(OC)c4)c(C)nn23)CC1
    6.4, -5.7, ., 2.3%
> Cc1ccc(C(=O)N/C(=C\c2ccc(Cl)cc2)C(=O)NCCCN2CCOCC2)cc1
    ., 17.9, ., 4.5%
> CCOC(=O)C1=NN(c2ccc(Cl)cc2)C(c2ccccc2)CC1=O (stereo not given)
    ?, -5.3, ., -24.7%
> C=CCOc1ccc(CNc2nn[nH]n2)cc1OC
    -1.0, -20.4, -3.0%, -5.9%
> O=C(CCc1ccccc1)NC(=S)Nc1ccc(S(=O)(=O)N2CCOCC2)cc1
    ., ?, ., -5.7%
> O=C(C1Cc2ccccc2CN1S(=O)(=O)c1ccc(F)cc1)N1CCCCC1 (stereo not given)
    9.8, 47.6, -1.7%, -4.4%
> CCN1CCN(C(=O)Nc2ccccc2OC)CC1
    10.1, -7.6, ., -5.1%
> CCOC(=O)c1sc(C(=O)OCC)c(OCCO)c1OCCO
    -10.5, -28.6, -13.4%, -6.0%
> CSc1ccccc1NC(=O)COc1ccc(Cl)cc1Cl
    3.0, ?, ., -1.2%
> CC(C)(C)SCCNC(=O)COc1ccc(Cl)cc1
    -4.8, -23.3, 2.0%, -6.7%
> CCN(CC)S(=O)(=O)c1ccc(C)c(NC(=O)Cn2c(=O)cnc3ccccc32)c1
    0.6, 29.1, ., 10.4%
> Cc1nc(C)c(/C(O)=C/c2nc3ccccc3oc2=O)s1
    ., -2.7, ., -1.7%
> COc1ccc(-c2nnc3ccc(SCC(=O)N4CCCCC4)nn23)cc1OC
    12.1, ?, -1.6%, 0.5%
> CC(=O)c1ccc(C(=O)Nc2ccc(N3CCOCC3)cc2)cc1
    5.9, 10.2, -3.9%, 2.1%
> O=C(c1cccc(Cl)c1)N1CCN(c2ccccn2)CC1
    0.4, 18.6, -4.4%, -2.7%

Rewritten bar-delimited: part of the list above.
SMILES | IMPase cell inh | PNC assembly inh | ALOX15B inhib | 12-hLO inh
CCN1CCN(C(=O)Nc2ccccc2OC)CC1 | 10.1 | -7.6 | . | -5.1%
CCOC(=O)c1sc(C(=O)OCC)c(OCCO)c1OCCO | -10.5 | -28.6 | -13.4% | -6.0%
CSc1ccccc1NC(=O)COc1ccc(Cl)cc1Cl | 3.0 | ? | . | -1.2%
CC(C)(C)SCCNC(=O)COc1ccc(Cl)cc1 | -4.8 | -23.3 | 2.0% | -6.7%
CCN(CC)S(=O)(=O)c1ccc(C)c(NC(=O)Cn2c(=O)cnc3ccccc32)c1 | 0.6 | 29.1 | . | 10.4%
Cc1nc(C)c(/C(O)=C/c2nc3ccccc3oc2=O)s1 | . | -2.7 | . | -1.7%
